Compound activity from PubChem.
MOR-DOR ag: agonists of human mu-delta opioid receptor heterodimerization. P35372+P41143. cells, OPRM1-OPRD1 heterodimerization, luminescence. activation, % at 9.3 µM. actives 0.3% (n = 340,000). AID 504326; in the data active means activation above about 18%;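 further: 0% = vehicle-treated cells and 100% = reference agonist; values of inactives mirror those of a sister screen read the other way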
DSG3 Ab inh: human desmoglein-3 autoantibody binding inhibition | binding (percent of control), % at 10 µM | P32926 | actives 0.48% (n = 310,000) | DSG3-coupled beads, scFv-anti-DSG3-GFP binding, flow cytometry; active compounds read low;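 active means binding more than 3 SD below its plate's average and above zero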;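 further: hits lower antibody fragment binding to DSG3; some compounds called inactive have numbers as strong as hits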
Wnt act: activators of Wnt/beta-catenin signaling; Wnt/beta-catenin reporter cell assay, activator, plate reader; activation, % at 9.35 µM; actives 1.2% (n = 300,000); AID 743398; in the data active means activation above about 30%, passing the limit was not always enough;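 further: 0% = neutral control wells and 100% = positive control wells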
V-ATPase pHluor: yeast V-ATPase proton transport regulation by pHLuorin. AID 504577. actives 0.37% (n = 350,000). S. cerevisiae, pHLuorin cytosolic pH fluorescence. response, % at 10 µM; in the data active means response mostly above about 7.3%, no sharp cut-off; inactive means mostly below about 5.4%; further: actives read high; inactives centre near 0; some compounds called inactive have numbers as strong as hits; reference of the scale not given here
cardiac RTF act: cardiac RTF calcium sensitization; P19429+P45379; IANBD-labeled TnC RTF fluorescence at EC20 calcium; 0% EC20 calcium, 100% full calcium; activation, % at 7.2 µM; actives 0.24% (n = 340,000); AID 493008;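 active means activation above the mean over all tested compounds plus 3 SD, cut at about 30% in these data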;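 further: rise in fluorescence read as greater calcium sensitivity of cardiac thin filaments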
Keap1-Nrf2 PPI: inhibitors of human Keap1-Nrf2 protein-protein interaction | Q14145 | Keap1 Kelch-Nrf2 peptide fluorescence polarization, 1536-well | inhibition, % at 9.4 µM | actives 0.15% (n = 340,000) | AID 504523; in the data active means inhibition above about 12%;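 further: human Keap1 Kelch domain with fluorescein labeled Nrf2 9mer peptide probe; 0% = neutral control wells and 100% = peptide positive control; higher means more block of Keap1 binding to Nrf2 peptide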
Target sequence (Q14145 whole entry, looked up, the tested form may be a part): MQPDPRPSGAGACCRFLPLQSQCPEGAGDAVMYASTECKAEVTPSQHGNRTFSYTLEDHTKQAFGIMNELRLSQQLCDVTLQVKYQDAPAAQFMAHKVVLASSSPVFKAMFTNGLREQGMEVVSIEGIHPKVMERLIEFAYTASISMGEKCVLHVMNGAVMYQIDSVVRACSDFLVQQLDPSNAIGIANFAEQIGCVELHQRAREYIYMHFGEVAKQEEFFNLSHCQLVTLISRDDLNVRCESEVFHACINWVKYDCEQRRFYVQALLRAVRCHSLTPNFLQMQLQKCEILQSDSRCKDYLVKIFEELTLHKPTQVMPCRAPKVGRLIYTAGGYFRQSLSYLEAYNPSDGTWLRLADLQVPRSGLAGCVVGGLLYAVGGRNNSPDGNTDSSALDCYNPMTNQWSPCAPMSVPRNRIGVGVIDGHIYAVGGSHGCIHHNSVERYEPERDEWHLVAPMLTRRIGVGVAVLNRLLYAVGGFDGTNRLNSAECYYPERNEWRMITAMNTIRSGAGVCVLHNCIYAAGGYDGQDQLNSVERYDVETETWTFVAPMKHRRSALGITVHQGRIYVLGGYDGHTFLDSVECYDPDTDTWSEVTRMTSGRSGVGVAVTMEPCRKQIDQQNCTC
LANA DNA inh: KSHV C-LANA DNA binding inhibition; MBP-C-LANA/FAM-LBS DNA binding, fluorescence polarization; inhibition, % at 9 µM; actives 0.078% (n = 340,000);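 active means highest replicate inhibition at or above 60% at 9 µM, even if other replicates fall short; inactive means all replicates below 60% inhibition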;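 further: 0% = neutral control wells and 100% = 4 µM acridine orange control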
OPRM1-OPRD1 inv: mu-delta opioid heterodimer inverse agonism | cell-based MOR-DOR heterodimer luminescence | inhibition, % at 9.3 µM | actives 0.21% (n = 340,000) | AID 504357; in the data active means inhibition above about 22%, passing the limit was not always enough;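 further: 0% = cells with DMSO and 100% = wells without cells with DMSO; values of inactives mirror those of a sister screen read the other way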
Arr AP2 block: inhibitors of human beta-arrestin and AP2 interaction | FITC-arrestin peptide / GST-AP2 beads, flow cytometry; AP2 beta2 appendage carries R879A mutation | inhibition, % at 10 µM | actives 0.31% (n = 340,000);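 active means inhibition above a set limit, near 3 SD of compounds lacking own fluorescence, cut at about 54% in these data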;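 further: plate controls were DMSO wells for no effect and 5 µM unlabelled arrestin peptide for full effect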
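Test system: GST-tagged AP2 beta2-adaptin appendage (R879A) on 4 µm glutathione beads; also added: fluorescein-tagged arrestin peptide at 50 nM final; timing: 12 min plus 1 h, RT; signal: flow cytometry, FL1 (488/535 nm); read-out: percent drop in bead-associated FITC signal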
RTF Ca sens inh: cardiac RTF calcium desensitization | IANBD-labeled cardiac RTF, Ca2+ fluorescence | inhibition, % at 7.15 µM | AID 493244 | actives 0.12% (n = 340,000);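 active means inhibition above the mean inhibition of all tested compounds plus 3 SD, cut at about 17% in these data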;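 further: assay run at fixed EC70 calcium of 1.6 mM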
The depositor's hits bear a star; . = not tested or not shown.

SMILES,MOR-DOR ag,DSG3 Ab inh,Wnt act,V-ATPase pHluor,cardiac RTF act,Keap1-Nrf2 PPI,LANA DNA inh,OPRM1-OPRD1 inv,Arr AP2 block,RTF Ca sens inh
NS(=O)(=O)c1cc(C(=O)OCC(=O)N2CCOCC2)ccc1Cl,-1.8,92,1,-1,-6,1,0.9,12,-7,0
N#Cc1nc(-c2ccc(OCc3ccc(Cl)cc3)cc2)oc1NCCCn1ccnc1,-2.0,107,.,1,-2,0,-0.3,11,-1,-2
c1ccc(-c2nc3ccccc3o2)nc1,-2.7,103,.,-1,-3,-1,-0.7,15,-10,4
O=C(NC(=S)NC1CCCCCCCCCCC1)c1cccnc1,-1.8,97,-4,4,3,2,2.3,9,-12,-5
Cc1ccc(C(=O)NN2C(=O)C3C4c5ccccc5C(c5ccccc54)C3C2=O)cc1 (centres undefined),-0.4,123,.,-2,0,-3,-0.2,2,-17,-7
N/C(=N\NC(=O)c1ccccc1Cl)c1cc2ccccc2oc1=O,-0.3,96,1,2,7,-4,0.0,2,37,0
Cc1nn(C)c(C)c1/C=N/NC(=O)CCn1nc(C)c([N+](=O)[O-])c1C,-4.4,105,.,-1,-6,2,0.4,20,5,7
Cc1cc(C)c(S(=O)(=O)Nc2ccc(N(C)C)cc2)c(C)c1-n1cnnn1,1.8,95,-1,3,-3,-4,-1.3,-11,29,-7
CCOC(=O)CC1=NN(c2ccccc2)C(=O)C1,-0.1,98,-1,0,-5,2,1.1,0,15,1
CCCCCC(=O)Nc1ccccc1N1CCN(c2ccccc2)CC1,5.5,96,1,5,8,-1,-1.0,-31,6,-1
O=S(=O)(c1cccs1)N1CN(C2CCCCC2)c2nc3ccccc3nc21,-0.6,102,-1,11,-2,-6,-2.9,3,46,0
O=C(N/N=C/c1ccccn1)c1cccc(NC(=O)c2ccccc2Cl)c1,-3.5,98,2,2,-1,1,-0.8,18,-2,2
CCc1nnc(NC(=O)C2CCCN(c3nc4ccccc4s3)C2)s1 (centres undefined),-0.7,100,.,-2,1,0,-0.2,3,-5,3
CCN(CC)CCn1c2c(c(SCC(=O)Nc3ccc4c(c3)OCCO4)nc1=O)CCC2,-0.8,106,2,4,-2,-1,2.1,5,40,3
CC(C)CN(C(=O)CN1CCN(S(=O)(=O)c2ccc3ccccc3c2)CC1)c1c(N)n(CC(C)C)c(=O)[nH]c1=O,-2.2,97,-1,-7,5,-3,0.5,12,29,-11
Cc1cc(-c2nc(C)c(-c3nnc(SCC(=O)Nc4cc(Cl)cc(Cl)c4)n3C)s2)no1,-1.6,114,1,-1,3,-3,15,8,-8,-7
N#CCCn1cc(/C=N/NC(N)=S)c(-c2ccc(Br)cc2)n1,0.2,107,-2,-1,2,-3,-0.1,-1,35,-3
COc1ccc(OC)c2c(N3CCN(C)CC3)cc(C(F)(F)F)nc12,-2.3,104,.,-4,12,0,1.0,12,-7,1
O=c1[nH]c2cc(Cl)c(Br)cc2o1,0.6,126,1,-4,-7,1,-0.8,-3,9,3
O=C(N/N=C/c1ccccn1)c1cccc(S(=O)(=O)N2CCCC2)c1,-2.7,100,-3,-1,-4,-3,-0.7,14,34,1
CCOc1ccc2nc(C(=O)N3CCCC(C)C3)sc2c1 (centres undefined),6.7,97,-1,-4,4,-5,0.5,-34,-6,-18
O=C(COC(=O)Cc1ccc(Br)cc1)NCC1CCCCC1,0.2,127,0,1,2,8,1.2,-1,16,3
O=C(COC(=O)c1ccccc1NC(=O)c1ccco1)NC1CCCCC1,-3.2,131,.,-2,-6,1,1.8,16,32,4
COc1ccc(OC)c(N/C(=N/c2nc(C)cc(C)n2)NC(C)=O)c1,-2.3,.,3,1,-3,-2,-0.1,11,18,2
CCCC(=O)Nc1ccc2oc(-c3ccncc3)nc2c1,-2.5,84,19,-1,-5,-1,1.6,12,16,0
CC(=O)c1cc(-c2ccccc2)[nH]c1N1CCCC1,-1.9,104,.,-3,-3,2,4.6,11,2,-14
COc1cccc(C=Nc2ccc3c(c2)OCCO3)c1O,0.8,95,.,-4,-2,-1,-3.3,-5,12,-6
O=Cc1cccn1-c1nccc(-c2ccco2)n1,2.6,106,-1,6,2,-1,0.4,-13,-16,-8
Cc1ccc(/C(O)=C2/C(=O)C(=O)OC2c2ccc(Cl)cc2)cc1 (centres undefined),2.6,98,.,1,0,-1,-0.1,-15,-5,0
COc1cc(NC(=O)Cn2ncc3c2-c2ccccc2OC3)cc(OC)c1OC,-0.5,101,3,-1,1,2,0.4,3,-1,-6
COc1ccc2[nH]c3c(c2c1)CCN1C(=O)C(CC(=O)NCCc2ccccn2)C[C@H](C(=O)N2CCCCC2)[C@@]31C (some centres undefined),-2.6,111,0,0,3,2,-0.6,13,-17,-6
CCOC(=O)c1sc(NC(=O)C2CC(=O)N(c3ccccc3OC)C2)nc1C (centres undefined),4.5,106,1,-2,5,0,-1.2,-18,40,-23
CCN1C(=O)N[C@@H](CCc2ccccc2)[C@@H](C(=O)OC)[C@H]1C,-0.5,104,16,14,1,-6,-1.3,3,17,-5
NS(=O)(=O)c1ccc(CNC(=O)c2ccc(S(=O)(=O)NCc3ccco3)cc2)cc1,-3.0,.,-6,1,-2,0,-0.7,12,34,-6
O=C(CN1C(=O)c2ccccc2S1(=O)=O)c1ccccc1F,-2.1,104,7,6,-4,-3,-0.4,11,14,-3
CC(=O)Nc1ccc(NC(=S)NC(=O)c2ccc(-c3ccccc3)cc2)cc1,.,71*,0,-18,.,.,.,.,16,.

Entries of single compounds, looked up by structure. Values in the order: MOR-DOR ag | DSG3 Ab inh | Wnt act | V-ATPase pHluor | cardiac RTF act | Keap1-Nrf2 PPI | LANA DNA inh | OPRM1-OPRD1 inv | Arr AP2 block | RTF Ca sens inh
Listed for O=Cc1cccn1-c1nccc(-c2ccco2)n1 → 2.6 | 106 | -1 | 6 | 2 | -1 | 0.4 | -13 | -16 | -8
Listed for NS(=O)(=O)c1ccc(CNC(=O)c2ccc(S(=O)(=O)NCc3ccco3)cc2)cc1 → -3.0 | . | -6 | 1 | -2 | 0 | -0.7 | 12 | 34 | -6

(cont.)
SMILES,MOR-DOR ag,DSG3 Ab inh,Wnt act,V-ATPase pHluor,cardiac RTF act,Keap1-Nrf2 PPI,LANA DNA inh,OPRM1-OPRD1 inv,Arr AP2 block,RTF Ca sens inh
CCC(=O)N1CCc2cc(S(=O)(=O)NCCC(=O)N3CCc4ccccc4C3)ccc21,-2.6,96,11,-17,0,-2,0.4,14,3,0
COc1ccc(Nc2nc(N3CCN(S(=O)(=O)N(C)C)CC3)nc3ccccc23)cc1,0.6,116,1,1,-6,0,1.3,-3,-12,-3
Cc1[nH]nc(SCC(=O)Nc2ccc(C#N)cc2)c1[N+](=O)[O-],-0.9,103,1,4,5,-1,0.9,5,10,-1
CCCn1c(N)c(C(=O)CSc2n[nH]c(-c3ccccc3F)n2)c(=O)n(C)c1=O,-2.6,105,-4,4,-3,6,-1.7,11,21,-2
O=C(NNC(=O)c1c(F)cccc1F)c1sccc1-n1cccc1,-1.6,98,0,-2,-6,1,-2.2,9,8,1
CCN(CC(=O)NCc1ccc(Cl)cc1)C(=O)CCOc1ccc(C)cc1,0.7,.,1,-2,-10,-2,-1.7,-5,9,-4
CC(=O)Nc1ccc(NC(=O)CSc2nnc3ccc(-c4ccccn4)nn23)cc1,1.1,105,-7,1,-8,2,0.2,-7,19,0
COc1ccccc1CNC(=S)NCCc1ccccc1,-0.3,89,10,0,-2,1,-1.0,2,-4,-19
COc1ccccc1OCC(=O)Nc1ccccc1C(=O)N1CCCC1,-3.8,.,0,-3,3,-6,-0.6,20,-7,9
CC[C@H](C)[C@H](NC(N)=O)C(=O)OCC(=O)NCc1ccc(Cl)cc1,-0.5,102,-1,-2,1,-1,-1.5,3,5,-3
CCC(C)NCCCCOc1ccc(Br)cc1 (centres undefined),0.1,85,-3,3,4,-5,0.6,0,-1,-3
CCn1c(SCC(=O)NCCc2ccccc2)nc2c([nH]c3ccccc32)c1=O,-0.7,98,3,4,3,-3,0.2,4,4,-3
CCOP(=O)(CC(C(C)=O)C(O)c1ccccc1)OCC (centres undefined),-1.7,99,0,-4,-2,-1,-1.0,10,34,-13
CSc1cccc(CNC(=O)C2CCC(=O)N(CCc3ccccn3)C2)c1 (centres undefined),-2.3,111,-1,-2,-5,1,2.1,13,-3,-6
CCOc1ccc(CNCc2ccc(C(=O)O)cc2)cc1OC,-2.8,111,-1,0,1,-5,1.6,15,4,-5
COc1ccc(-c2cc(C(=O)Nc3ccccc3O)c3ccccc3n2)cc1,3.2,105,14,0,10,-1,-1.2,-16,-3,1
O=C1CC(NCCc2ccccc2)C(=O)N1CCc1ccccc1 (centres undefined),-1.0,.,1,1,0,-2,-0.9,5,-6,2
CS(=O)(=O)c1[nH]nc(-c2cccc(Cl)c2)c1C#N,.,98,-1,2,.,-1,-0.2,.,12,.
CN1CCN(C(=O)CN(c2cccc(Br)c2)S(=O)(=O)c2ccccc2)CC1,-1.1,100,-2,-3,2,-1,0.9,6,3,-4
Cc1cc(NC(=O)C2C3C(=O)N(CC4CCCO4)C(C(=O)NCc4ccccc4)C34C=CC2(C)O4)no1 (centres undefined),-1.5,90,.,5,-5,1,-0.4,9,14,1
CCOC(=O)C(C(=O)OCC)N(C#N)c1nc(OC)nc(N(C)C)n1,-2.9,104,.,0,2,-7,-1.4,16,-3,4
O=C(O)CC/C(=N/NC(=O)CNC(=O)c1ccc2c(c1)OCCO2)c1ccccc1,-0.4,.,-1,.,-3,1,-4.9,3,30,-7
CCc1ccc(S(=O)(=O)N2CC(=O)Nc3ccccc32)cc1,-1.0,99,-2,-2,0,-6,0.9,6,6,-8
CN(C)S(=O)(=O)n1cc(/C=C(\NC(=O)c2ccccc2F)C(=O)NCCCN2CCOCC2)c2ccccc21,-2.1,104,2,2,-7,0,0.4,11,-7,-4
Cc1[nH]c2ccccc2c1C(=O)C(C)OC(=O)c1ccc(NC(=O)CC#N)cc1 (centres undefined),1.1,105,-4,2,-9,-2,0.5,-7,0,-29
CCOc1ccc(CN2CCN(Cc3c[nH]c4ccccc34)CC2)cc1,3.4,106,0,0,6,2,0.8,-15,3,-7
O=S(=O)(Cc1ccccc1)N1CCN(C/C=C/c2ccccc2)CC1,-0.6,.,.,1,-6,-2,-0.4,3,-1,-5
CCOC(=O)Cn1c(=O)c(-c2ccccc2N)nc2ccccc21,1.0,105,-1,-3,-2,-3,-0.3,-5,-2,-8
NC(=S)N/N=C\c1c(OCc2ccccc2Cl)ccc2ccccc12,2.5,104,-8,-3,4,1,0.8,-13,14,6
COC(=O)c1ccc(NC(=O)COc2ccc(N(C)S(=O)(=O)c3ccc(C)cc3)cc2)cc1,-2.3,.,0,1,-3,0,-1.3,9,2,1
O=C(O)C1C2CCC(O2)C1C(=O)NCCC1=CCCCC1 (centres undefined),-2.5,104,.,0,0,4,1.0,15,-14,0
CCOc1ccc(/C=N/n2c(COc3ccccc3)n[nH]c2=S)cc1OC,-2.3,103,3,-2,-3,1,2.0,11,-2,-4
